Compound activity deposited in PubChem by MTDP.
RNase H inhibition: RNase H inhibition, HIV 1 Gag Pol polyprotein, FRET biochemical assay, screening (AID 372); actives 0.77% (n = 100,000); HIV-1 RT RNase H, FRET RNA/DNA substrate fluorescence; higher % means a stronger effect; inhibition, % at 10 µM; hits with a dose series show IC50 in µM; in the data active means inhibition above about 50%
The depositor's hits bear a star. Some of the compounds tested; count on the stated rates, not on these rows.

Sample of the layout (6 entries):
SMILES	RNase H inhibition
CC1CCc2c(sc(NC(=O)C(C(C)C)N3C(=O)c4ccccc4C3=O)c2C(N)=O)C1 (centres undefined)	2%
COc1ccc(-c2csc(NCc3ccco3)n2)cc1	12%
Clc1cccc(/C=N/Nc2nnc3c(n2)[nH]c2ccccc23)c1	2%
O=C(O)CCN1C(=O)C(=O)/C(=C(\O)c2ccccc2)C1c1cccc([N+](=O)[O-])c1 (centres undefined)	12%
COc1ccc(-c2nnnn2C)cc1S(=O)(=O)NCCc1ccccc1	1%
COc1ccc(C(=O)NC(=S)Nc2ccc(O)c(-c3nc4ccccc4o3)c2)cc1OC	19%

The list itself (from the top)
SMILES	RNase H inhibition
CC1CCc2c(sc(NC(=O)C(C(C)C)N3C(=O)c4ccccc4C3=O)c2C(N)=O)C1 (centres undefined)	2%
COc1ccc(-c2csc(NCc3ccco3)n2)cc1	12%
Clc1cccc(/C=N/Nc2nnc3c(n2)[nH]c2ccccc23)c1	2%
O=C(O)CCN1C(=O)C(=O)/C(=C(\O)c2ccccc2)C1c1cccc([N+](=O)[O-])c1 (centres undefined)	12%
COc1ccc(-c2nnnn2C)cc1S(=O)(=O)NCCc1ccccc1	1%
COc1ccc(C(=O)NC(=S)Nc2ccc(O)c(-c3nc4ccccc4o3)c2)cc1OC	19%
COc1ccc(/C=N/n2nnnc2N)cc1Br	30%
Nc1c(Br)cc(C(=O)OCC(=O)c2ccc(Br)cc2)cc1Br	19%
O=C1C2C(c3ccccc3Br)OC3(C(=O)c4ccccc4C3=O)C2C(=O)N1c1ccc(Cl)cc1 (centres undefined)	11%
CN(CCOC(=O)c1ccccc1)C1=NS(=O)(=O)c2ccccc21	8%
CCOC(=O)C1=C(C)N=c2s/c(=C\c3ccc(-c4ccccc4[N+](=O)[O-])o3)c(=O)n2C1c1ccccc1Cl (centres undefined)	29%
COc1cc2c(cc1OC)C(CSc1ccccc1C(=O)O)=NC(C)(C)C2	6%
FC(F)(F)Oc1ccc(N=Cc2ccc(Br)cc2)cc1	2%
Cc1ccc2oc(-c3cccc(NC(=O)c4ccc(OCC(C)C)cc4)c3C)nc2c1	8%
COc1ccc(-c2csc(NCc3ccccc3)n2)cc1OC	28%
CC1(C)CC(=O)c2cc(-c3ccccc3)n(CC(=O)OCN3C(=O)c4ccccc4C3=O)c2C1	8%
CC1=C(C(=O)Nc2ccccc2C)C(c2cccs2)C(C#N)=C(SCC(=O)c2ccc(F)cc2)N1 (centres undefined)	9%
Cc1c(-c2ccccc2)n[nH]c1C(=O)N/N=C/c1ccc(Cl)cc1Cl	14%
CCN(CC)CCCCOc1cc(C)cc(C)c1C	0%
CCOC(=O)Cc1csc(NC(=O)Nc2ccccc2)n1	9%
O=[N+]([O-])c1ccc(Cl)c(S(=O)(=O)Nc2cccc3ccccc23)c1	10%
O=S(=O)(NC(c1ccccc1)c1ccccc1)c1ccc(Cl)cc1	5%
Cc1cc(NC(=O)c2ccc(-c3ccc(Br)cc3)o2)ccc1NC(=O)c1ccco1	14%
CSc1ccc(/C=C2\C(=O)NC(=O)N(c3ccc(Br)cc3)C2=O)cc1	3%
O=[N+]([O-])c1ccc(Cc2ccncc2)cc1	0%

Pulled one by one from the entries so far (7):
SMILES	RNase H inhibition
Clc1cccc(/C=N/Nc2nnc3c(n2)[nH]c2ccccc23)c1	2%
Cc1cc(NC(=O)c2ccc(-c3ccc(Br)cc3)o2)ccc1NC(=O)c1ccco1	14%
COc1ccc(-c2nnnn2C)cc1S(=O)(=O)NCCc1ccccc1	1%
CC1CCc2c(sc(NC(=O)C(C(C)C)N3C(=O)c4ccccc4C3=O)c2C(N)=O)C1 (centres undefined)	2%
O=[N+]([O-])c1ccc(Cc2ccncc2)cc1	0%
FC(F)(F)Oc1ccc(N=Cc2ccc(Br)cc2)cc1	2%
COc1cc2c(cc1OC)C(CSc1ccccc1C(=O)O)=NC(C)(C)C2	6%

(listing goes on)
SMILES	RNase H inhibition
CCCCOC(=O)c1ccc(NC(=S)NC(=O)c2ccccc2I)cc1	20%
CCOc1ccc(N2C(=O)C3CC=CCC3C2=O)cc1 (centres undefined)	1%
O=C(NCCSCc1ccc(Cl)cc1)c1ccc(Br)cc1	12%
Cc1nc(SCC(=O)c2c[nH]c3ccccc23)n[nH]1	12%
O=[N+]([O-])c1cc(N=Cc2cc(Cl)cc(Cl)c2O)ccc1N=Cc1cc(Cl)cc(Cl)c1O	46%
CCSCCOC(=O)C1=C(C)NC2=C(C(=O)CCC2)C1c1ccc(F)c(F)c1 (centres undefined)	7%
O=C(Nc1cccc(C(F)(F)F)c1)c1ccc(Br)cc1	1%
COc1ccc(N(CC(N)=O)S(C)(=O)=O)c(OC)c1	28%
Cc1cc(C)cc(OCC(O)CN2CCC(C)CC2)c1 (centres undefined)	0%
CCOc1ccccc1C(=O)NCc1ccco1	17%
N#Cc1c2n(c3c(NCCCO)ncnc13)CCCCC2	1%
CCCCc1ccc(NC(=O)C2COc3ccccc3O2)cc1 (centres undefined)	13%
N#Cc1c(NC(=O)C2CC3CCC2C3)sc2c1CCCCCC2 (centres undefined)	0%
O=C(Nc1ccc(Cl)c(Cl)c1)Nc1nnc(Cc2ccccc2)s1	0%
O=[N+]([O-])c1cccc(C2=Nn3c(Cc4ccccc4)nnc3SC2)c1	4%
CC(C)c1ccc(/C=C(\NC(=O)c2ccccc2)C(=O)NCCCn2ccnc2)cc1	1%
Cc1cc2ncn(C(=O)c3cc([N+](=O)[O-])ccc3Cl)c2cc1C	13%
O=C(Nc1ccc(F)cc1)Nc1nnc(COc2ccc([N+](=O)[O-])cc2)s1	13%
O=c1cc(-c2ccc([N+](=O)[O-])cc2)nc2c(-c3cccc4ccccc34)c(Cc3ccccc3)[nH]n12	12%
CCOC(=O)C1=C(C)N=c2s/c(=C\c3ccc(OCc4ccc(Cl)cc4)c(OC)c3)c(=O)n2C1c1ccccc1Cl (centres undefined)	12%
N#C/C(=C/c1c(F)cccc1Cl)C(=O)Nc1ccc(Cl)cc1	0%
O=[N+]([O-])c1ccc(-c2ccc(I)cc2)cc1	5%
COc1cc(/C=C2\N=C(c3ccccc3)OC2=O)c(Cl)cc1OC(C)=O	13%
COc1ccc(CN2CCN(C(=O)CC(C)C)CC2)cc1Br	0%
CNC(=S)N(Cc1ccco1)C1CC(=O)N(c2ccc(OC)cc2)C1=O (centres undefined)	7%

Among those listed so far, 2 have a CF3 group.
SMILES	RNase H inhibition
FC(F)(F)Oc1ccc(N=Cc2ccc(Br)cc2)cc1	2%
O=C(Nc1cccc(C(F)(F)F)c1)c1ccc(Br)cc1	1%

(more compounds)
SMILES	RNase H inhibition
Cc1sc(C2C(C#N)=C(N)OC3=C2C(=O)CCC3)cc1[N+](=O)[O-] (centres undefined)	0%
COCCOC(=O)C1=C(C)NC2=C(C(=O)CC(C)(C)C2)C1c1ccc(O)cc1 (centres undefined)	0%
O=C1C=CC(=O)N1c1ccc(-c2nc3ccc(N4C(=O)C=CC4=O)cc3[nH]2)cc1	14%
O=C(N/C(=C/c1ccc(Br)cc1)C(=O)N1CCCCC1)c1ccccc1	11%
COC(=O)CCCC[C@H]1SC[C@H]2NC(=O)NC21O (some centres undefined)	7%
Cc1cccc(C(C)C)c1NC(=O)c1ccc([N+](=O)[O-])cc1Cl	6%
O=C(Nc1cccc(C(F)(F)F)c1)c1ccc(Cl)cc1Cl	11%
COc1ccccc1/C=N/NC(=O)c1cc2c(C)nn(-c3ccccc3)c2s1	7%
Cc1ccc([N+](=O)[O-])cc1NC(=O)c1cccc2c1C(=O)c1ccccc1-2	0%
O=C(NCc1nc2ncc(Br)cc2[nH]1)c1ccccc1	4%
Cc1cc(Cl)ccc1N(CC(=O)Nc1ccc(I)cc1)S(C)(=O)=O	31%
COc1cc(C(=O)c2ccccc2)c(OC)cc1C(=O)Nc1ccc(O)cc1	11%
COc1ccc(/C=C2\C(=O)N(c3ccc(F)cc3)N=C2C)cc1	7%
COC(=O)c1ccc(NC(=O)c2c(Cl)cccc2Cl)cc1	2%
O=C(Nc1c(Br)cc([N+](=O)[O-])cc1Br)c1ccccc1Cl	3%
CCSC1=C(C#N)C(c2cc(OC)ccc2OC)CC(=O)N1 (centres undefined)	3%
O=C(Cc1ccc(Cl)cc1)Nc1ccc(-c2nc3ccccc3o2)cc1	42%
CCOc1cc(/C=C2/SC(=S)N(CC)C2=O)ccc1OCc1ccccc1	14%
O=C(Nc1ccccc1C(=O)N1CCCCC1)c1cccnc1	14%
O=C(Nc1ccc(O)cc1)c1ccc2c(c1)C(=O)N(c1cccc(N3C(=O)c4ccc(C(=O)Nc5ccc(O)cc5)cc4C3=O)n1)C2=O	54%*
NC(=O)c1ccccc1NC(=O)c1ccc2c(c1)OCO2	8%
COC(=O)C1=CN(CC2CCCO2)C=C(C(=O)OC)C1c1cccc(OC)c1OC (centres undefined)	11%
CC(C)OP(=O)(OC(C)C)C(OC(=O)NC(O)C(Cl)(Cl)Cl)c1ccccc1 (centres undefined)	0%
CC1CCCN(C(=O)c2ccc(Cl)c([N+](=O)[O-])c2)C1 (centres undefined)	15%
CN(C)c1ccc(C2C(C(=O)/C=C/c3ccccc3)=C(O)C(=O)N2CCCCCC(=O)O)cc1 (centres undefined)	8%

The list goes on.
SMILES	RNase H inhibition
CC(C)(C)c1ccccc1OCCCCN1CCOCC1	6%
N#Cc1c(NC(=O)c2cc([N+](=O)[O-])ccc2C(=O)O)sc2c1CCCC2	1%
COc1ccc(OCCOc2c(Cl)cc(/C=C3\SC(=S)NC3=O)cc2OC)cc1	47%
Cc1cc(NC(=O)C23CC4CC(C)(CC(C)(C4)C2)C3)no1	5%
Cc1ccccc1NC(=O)CC12CC3CC(C1)CC(CC(=O)Nc1ccccc1C)(C3)C2	0%
COc1ccc(CCN(C)C2CC(=O)N(c3ccc(F)cc3)C2=O)cc1OC (centres undefined)	0%
CCOc1ccc(NC(=O)c2cc(OCC)c(OCC)c(OCC)c2)c([N+](=O)[O-])c1	8%
CCc1ccc(/C(C)=N/Nc2cc(C)nc(-c3ccccc3)n2)cc1	10%
CCOC(=O)c1c(NC(=O)c2ccc(OCC)cc2)sc2c1CCCC2	10%
O=C(O)c1c2c(nc3ccccc13)CCCCC2	1%
C=CCN1C(=O)/C(=C\c2ccccc2OCc2cccc(C)c2)SC1=S	21%
Cc1ccc(NC(=O)CN(c2cccc(C(F)(F)F)c2)S(C)(=O)=O)cc1	9%
Cc1ccc(-c2nc3ccccc3s2)cc1NC(=S)NC(=O)c1ccccc1F	15%
COc1cc(/C=N/Nc2nc(Nc3ccccc3)nc(N3CCCCC3)n2)ccc1OCc1ccccc1	14%
Cc1cc(Cl)ccc1OC(C)C(=O)Nc1cccc(Cl)c1 (centres undefined)	7%
CN1CCN(/N=C/C=C/c2ccccc2)CC1	8%
Cc1ccc(-n2c(=O)c3c4c(sc3n3c(=S)[nH]nc23)CCCC4)cc1	5%
O=C(CSc1nc2ccccc2o1)NC1CCCC1	1%
COC(=O)COc1cc(Br)c(C=C2C(=O)N(C)C(=S)N(C)C2=O)cc1OC	7%
COc1cc(/C=N\N2CCN(Cc3ccc(C)cc3)CC2)cc(Br)c1O	16%
Cc1ccnc(NS(=O)(=O)c2ccc(NC(=O)/C=C/c3ccccc3Cl)cc2)n1	25%
Cc1cccc(OCCSc2nc3ccccc3n2CC(=O)O)c1	0%
Cc1cccc(C(=O)N/N=C/c2cc([N+](=O)[O-])ccc2O)c1	0%
CC(=O)Nc1ccc(N=Nc2c(C)[nH]n(-c3ccccc3)c2=O)cc1	5%
O=C(CN(c1ccc(F)cc1)S(=O)(=O)c1ccccc1)Nc1ccccc1Br	2%

The results go on.
SMILES	RNase H inhibition
C=CCN1C(=O)/C(=C/c2c3ccccc3cc3ccccc23)SC1=S	20%
O=C(c1ccc(C(=O)N2CCCc3ccccc32)nc1)N1CCCc2ccccc21	3%
Cc1cccc(N2C(=O)C(Cl)=C(Nc3ccc(F)cc3)C2=O)c1	15%
CC(CO)(CO)NC(=O)C(F)(F)C(F)(F)C(=O)NC(C)(CO)CO	4%
Cc1ccc(S(=O)(=O)Oc2cccc(/C=C3/SC(=S)N(Cc4ccccc4)C3=O)c2)cc1	13%
O=C(c1cccc2ccccc12)N1CCN(c2ccccc2)CC1	7%
O=C1C=C(c2ccc(Cl)cc2)C(=O)N1c1ccc(Cl)cc1	10%
CCOc1ccc(NC(=S)NC(NC(=O)c2cccc(C)c2)C(Cl)(Cl)Cl)cc1 (centres undefined)	23%
C=CCN1C(=O)/C(=C\c2ccc(OC(=O)c3cccc(Br)c3)cc2)SC1=S	3%
O=C(O)CCCNC(=O)CCCNC(=O)C(c1ccccc1)c1ccccc1	11%
O=C(Nc1ccc(Cl)c(NC(=O)c2ccco2)c1)c1ccc(I)cc1	12%
CCOc1ccc(NC(=O)CCC(=O)NCCO)cc1	9%
Cc1ccc(C(=O)N2CCN(C(=O)c3ccc(C)cc3)CC2)cc1	3%
O=C(O)c1ccc(S(=O)(=O)c2ccc3c(c2)C(=O)N(c2ccc(O)cc2)C3=O)cc1	12%
COc1cc(C(=O)Nc2ccc(NC(C)=O)cc2)c([N+](=O)[O-])cc1OC	6%
COCCOC(=O)c1c(C)oc2ccc(OCc3ccc(Br)cc3)cc12	0%
COc1ccc([N+](=O)[O-])cc1NC(=O)C(C)Oc1ccccc1 (centres undefined)	15%
COc1cccc(/C=C2\C(=O)N(c3cccc(C(=O)O)c3)N=C2C)c1	15%
COC(=O)NNC(=O)c1ccc(OC)c(OC)c1	0%
Cc1nnc(NS(=O)(=O)c2ccc(F)cc2)s1	9%
COc1cc(/C=N/Nc2nnc(C)c(=O)[nH]2)cc(OC)c1O	7%
S=C(/N=C(/Nc1ccccc1)c1ccccc1)Nc1ccccc1	9%
COc1cc(C=O)ccc1OCCOCCOc1ccc(I)cc1	22%

2 of these compounds, set out differently.
mol,RNase H inhibition
COC(=O)NNC(=O)c1ccc(OC)c(OC)c1,0%
Cc1nnc(NS(=O)(=O)c2ccc(F)cc2)s1,9%
